NALP1 yeast inh: inhibitors of NALP1 inflammasome in yeast. AID 2071. inhibition, % at 10 µM. S. cerevisiae NALP1/ASC/caspase-1 growth, X-gal OD620, 72 h. hit rate 0.61% among 280,000; in the data active = inhibition mostly above about 24%, no sharp cut-off; inactive = mostly below about 32%; note: some compounds called inactive have numbers as strong as hits
FID counter: fluorescent intercalator displacement, NS3 helicase counter-screen | hit rate 0.17% among 290,000 | inhibition, % at 7.9 µM | DNA fluorescent intercalator displacement, fluorescence; in the data active = inhibition above about 37%;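 note: 0% = vehicle and 100% = reference compound; higher means more ethidium bromide displaced from hairpin DNA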
MEKK2 WT-MEK5: raises or lowers MEK5 binding to wildtype human MEKK2 PB1 domain; bead flow cytometry, Alexa488-MEK5 binding to MEKK2 WT; actives lie on both sides; binding response (% of control), % at 10 µM; hit rate 1.1% among 290,000; in the data active = binding response below about 67% or above about 130%
MEKK2 mut-MEK5: signal of MEK5 binding to mutant human MEKK2 PB1 domain | bead flow cytometry, Alexa488-MEK5 binding to MEKK2 mutant | percent response, % at 10 µM | hit rate 0.35% among 290,000 | AID 1530; in the data active = percent response above about 24%, passing the limit was not always enough; note: inactives centre near 1; some results filed as inactive read as strong as hits
NS3 helicase inh: HCV NS3 helicase inhibition; NS3 helicase DNA unwinding, Cy5 molecular beacon fluorescence; inhibition, % at 10.9 µM; hit rate 0.56% among 290,000;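 active = inhibition above the mean of all tested compounds plus 3 SD, set per campaign, cut at about 35% in these data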;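 note: 0% = DMSO wells and 100% = thioflavine S control wells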
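Measured by: Cy5 fluorescence, 0 and 60 min reads / Assay system: NS3 helicase fragment of HCV / Control set: low DMSO, high thioflavine S at 110 µM / Times: 1 h reaction at 25 °C, ATP-initiated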
M18AAP inhibitor: blocks P. falciparum M18 aspartyl aminopeptidase; recombinant PfM18AAP, H-Glu-NHMec fluorogenic cleavage; inhibition, % at 7.35 µM; hit rate 1.2% among 290,000; AID 1822;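 active = inhibition above the campaign mean inhibition over all tested compounds plus 3 SD, cut at about 28% in these data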;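 note: 0% = plate median of test compound wells and 100% = 2 mM ZnCl2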
IMP-1 inh: blocks Pseudomonas aeruginosa IMP-1 metallo-beta-lactamase; hit rate 0.45% among 290,000; purified IMP-1, nitrocefin hydrolysis, epi-absorbance fluorescence; inhibition, % at 5.6 µM;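 active = inhibition above the mean plus 3 SD of all compounds in the same screening run, cut at about 4.5% in these data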;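 note: 0% = IMP-1 with DMSO and 100% = DMSO wells lacking enzyme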
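System: Purified recombinant IMP-1 metallo-beta-lactamase enzyme | Measured by: Fluorescence quenching readout, ex 480/em 530 nm | Replication: Singlicate | Incubation: 15 min preincubation plus 25 min reaction at 25 °C | Evaluation: Percent inhibition from optical density relative to buffer-blank wells | Benchmarks: DMSO with and without IMP-1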
UBC9 SUMO inh: blocks human SUMOylation mediated by UBC9; P63279; HTRF SUMOylation assay, SAE1/SAE2 + UBC9, in vitro; inhibition, % at 35 µM; hit rate 0.36% among 290,000; AID 2006; in the data active = inhibition above about 50%, passing the limit was not always enough; note: strong numbers were not always called active
Target sequence (P63279 whole entry, looked up): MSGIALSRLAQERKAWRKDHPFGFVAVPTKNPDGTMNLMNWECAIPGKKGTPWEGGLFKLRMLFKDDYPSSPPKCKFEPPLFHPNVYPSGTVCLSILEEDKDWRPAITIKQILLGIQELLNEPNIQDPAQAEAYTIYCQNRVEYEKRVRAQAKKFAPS
VIM-2 inhibitor: inhibitors of Pseudomonas aeruginosa VIM-2 metallo-beta-lactamase | purified VIM-2, nitrocefin hydrolysis, epi-absorbance fluorescence | inhibition, % at 5.6 µM | hit rate 0.89% among 290,000 | AID 1527;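 active = inhibition above the mean of all tested compounds plus 3 SD, cutoff set per screening run, cut at about 7.5% in these data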;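 note: red hydrolysis product quenches plate fluorescence so inhibitors raise well fluorescence; 0% = enzyme with DMSO and 100% = DMSO without enzyme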
Active calls of the source: *; nt = not tested or not shown.

nr	Molecule	MEKK2 mut-MEK5	VIM-2 inhibitor	MEKK2 WT-MEK5	IMP-1 inh	FID counter	NS3 helicase inh	NALP1 yeast inh	UBC9 SUMO inh	M18AAP inhibitor
1	CCOC(=O)C1(Cc2cccc(Cl)c2)CCCN(C(=O)c2cn[nH]c2)C1 (stereo not drawn)	-4	0.5	100	-1.4	-18	1	-2	7	1
2	CC(C)[C@H](NC(=O)c1ccc(F)cc1)C(=O)OCC(=O)NC(=O)c1cccn1C	7	-0.2	98	-2.0	-2	-1	36	10	-1
3	CC1CCCC(C)N1CCCNC(=O)c1ccc2nc(N3CCOCC3)sc2c1 (stereo not drawn)	9	0.0	124	-4.2	-6	5	23	13	0
4	CCOC(=O)c1cnc2ccc(OC)cc2c1NCc1ccccc1	-1	-0.7	103	0.5	2	-26	32	-12	1
5	Cc1cc(C(=O)CN2C(=O)NC3(CCCc4sccc43)C2=O)c(C)n1-c1ccc(Cl)cc1 (stereo not drawn)	-2	-0.8	97	-4.4	-2	-3	28	9	5
6	C=CCOc1cccc(/C=N/NC(=O)CN2CCCCC2)c1	4	-2.4	102	-5.0	-10	-12	7	9	-4
7	O=C(CN1CCN(c2ccccn2)CC1)Nc1cccc(S(=O)(=O)N2CCCC2)c1	-7	-0.8	95	-0.1	-8	-9	-13	12	1
8	COC(=O)/C=C1\SC(=Nc2ccccc2)NC1=O	-1	-2.9	97	-5.8	0	0	33	15	3
9	CCOC(=O)N1CCC(Nc2c([N+](=O)[O-])cc(C(=O)O)cc2[N+](=O)[O-])CC1	1	0.1	104	-1.3	-15	-4	11	-22	22
10	O=C(c1ccccc1)N1CCN(S(=O)(=O)N2CCCCC2)CC1	8	-1.2	100	-1.7	-2	2	-9	-2	2
11	CC(NC(=O)C(Cc1ccccc1)NC(=O)c1ccccc1)C(=O)O (stereo not drawn)	-1	0.1	102	-1.6	-2	4	0	11	-3
12	O=C(NCCOc1ccc(Cl)cc1)c1ccc2ccccc2n1	-1	-1.9	102	-1.9	-24	-8	-1	-8	-2
13	COc1c(O)ccc2cnn(-c3ccccc3C)c(=O)c12	0	-0.7	94	-3.0	-6	0	1	12	5
14	CCOC(=O)c1c(C)[nH]c(C)c1S(=O)(=O)N(C)CC(=O)NCc1ccc(F)cc1	3	-3.4	108	-2.8	-26	0	8	3	-1
15	CCOC(=O)[C@@H]1[C@H]2COc3ccccc3[C@H]2N2C(=O)N(c3ccc(OC)cc3)C(=O)[C@]12C	-2	-2.4	105	-1.5	-38	-10	4	-3	-1
16	Cc1ccc(-c2nc(CS(=O)CC(=O)NCc3ccccc3)c(C)o2)cc1 (stereo not drawn)	6	-5.2	112	-3.6	-37	-3	-41	-7	0
17	CCCNc1c(NS(=O)(=O)c2cccc(C#N)c2)c(=O)oc2ccccc12	3	0.6	102	-0.2	-16	8	9	-10	-5
18	Nn1c(SCC(=O)Nc2ccccc2Br)nnc1-c1ccco1	3	-1.4	104	-2.4	-7	8	4	13	-6
19	COCCCN(C(=O)c1ccccc1)c1nc(-c2ccc(OC)cc2)cs1	0	-1.1	104	-2.8	-27	5	-11	-6	5
20	COc1ccccc1C(=O)Nc1nnc(S(=O)(=O)N2CCC(C)CC2)s1	-4	-1.8	98	-0.7	-20	-23	32	12	-1
21	N#Cc1sc2nc(C3CC3)cc(-c3ccccc3)c2c1N	0	-2.0	100	-3.7	-4	-2	31	32	0
22	CC(=O)n1cc([C@@H]2C=C(C(=O)N3CCN(Cc4ccccc4)CC3)O[C@H](OCc3ccc(CO)cc3)C2)c2ccccc21	6	0.7	103	-2.5	-26	-19	2	11	-3
23	CC1CCN(C(=O)CCNC(=O)c2ccccc2)CC1	2	-1.7	99	-1.1	-8	3	6	10	-1
24	CC12CC3CC(C)(C1)CC(C(=O)NCc1ccco1)(C3)C2	0	-2.7	100	-2.1	-17	13	-5	13	3
25	CCCn1cc(SCC(N)=O)c2ccccc21	-9	nt	89	nt	nt	nt	2	9	nt
26	CCCCN(CC)CCCNC(=O)c1cn(CC(C)C)c(=O)c2c1c1ccccc1n2C	11	1.8	111	-3.4	4	-44	13	6	5
27	Cc1ccc(O)c(-c2cc(C(=O)Nc3ccc(S(=O)(=O)Nc4nc(C)cc(C)n4)cc3)[nH]n2)c1	0	-4.5	98	-2.2	-15	-1	33	7	21
28	O=C(CCNC(=O)c1ccc(Br)o1)NC1CCCC1	4	2.5	107	-0.2	-2	16	-11	6	3
29	CC(C)(C)/C(COc1ccccc1[N+](=O)[O-])=N/O	-15	1.4	84	-1.2	1	-1	-2	10	-8
30	COc1cc(/C=N/NS(=O)(=O)c2ccc(C)cc2)ccc1OCc1ccc(C(=O)O)cc1	-14	3.5	89	1.6	-32	15	0	14	17

As entered above.
COCCCN(C(=O)c1ccccc1)c1nc(-c2ccc(OC)cc2)cs1 in FID counter reads -27
Nn1c(SCC(=O)Nc2ccccc2Br)nnc1-c1ccco1 in M18AAP inhibitor reads -6

(next part)
nr	Molecule	MEKK2 mut-MEK5	VIM-2 inhibitor	MEKK2 WT-MEK5	IMP-1 inh	FID counter	NS3 helicase inh	NALP1 yeast inh	UBC9 SUMO inh	M18AAP inhibitor
31	CCOC(=O)C1(CC2CCCCO2)CCN(C(=O)Nc2ccccc2)CC1 (stereo not drawn)	-10	-0.8	84	-1.1	-15	7	0	-8	5
32	O=C(O)CSc1c2c(nc3cc(C(=O)NCCN4CCOCC4)ccc13)CCC2	3	0.5	101	-3.1	-9	-6	31	18	2
33	COC(=O)c1sc(N2CCCCC2)c(C#N)c1N	0	-3.1	101	-2.2	-9	-5	-4	-3	4
34	Cc1scc(C(=O)N2CCN(S(C)(=O)=O)CC2)c1-c1ccccc1	6	-4.2	110	-4.7	-9	0	1	2	0
35	CCOC(=O)N1CCN(C(=O)CN2C(=O)COc3ccc(S(=O)(=O)N4CCOCC4)cc32)CC1	1	-2.3	101	-0.9	-10	3	10	-3	-3
36	CC(Sc1ccc(Cl)cc1)C(=O)Nc1ccc(S(=O)(=O)N2CCOCC2)cc1 (stereo not drawn)	0	-2.0	96	-3.4	-42	-1	4	4	-2
37	O=C1C2CCCN2C(=O)N1CCCCN1CCN(c2cccc(Cl)c2)CC1 (stereo not drawn)	1	-4.2	101	-1.9	4	-5	41	-7	-3
38	CC(C)(C)NC(=O)Cn1nnnc1-c1nonc1N	-6	-1.7	96	-2.8	3	-1	-7	5	0
39	CCOc1ccc(Nc2nc(NCC3CCCO3)c3ccccc3n2)cc1 (stereo not drawn)	-8	1.4	166*	-0.6	39*	-63	10	4	2
40	Cc1cc(C)c2c(CN3CCC(C)CC3)cc(=O)oc2c1C	0	-1.5	105	-1.2	-16	6	34	-13	3
41	O=C(CC1C(=O)N(c2ccc(F)cc2)C(=O)N1Cc1ccccn1)Nc1ccccc1 (stereo not drawn)	3	0.6	100	0.9	-7	0	-4	3	1
42	NS(=O)(=O)c1ccc(F)c(C(=O)O)c1	-24	-0.2	85	-3.9	1	3	8	18	-12
43	COc1ccc(N2CCN(C(=O)c3[nH]c4ccc(OC)cc4c3C)CC2)cc1	7	-1.4	101	-1.3	-30	4	4	20	-8
44	COc1ccc(CCNC(=O)CCn2c(=O)c3cccn3c3ccc(F)cc32)c(OC)c1OC	4	-4.3	100	-1.6	-47	0	4	-2	3
45	CC(C)CCNc1nc2c(cc1C#N)COC(C)(C)C2	8	-1.7	105	-4.6	-19	-2	13	-7	4
46	CCCCCCS(=O)[C@H]1CS(=O)(=O)C[C@@H]1S(=O)CCCCCC (stereo partly drawn)	8	1.6	100	0.7	-27	30	2	5	0
47	COC(=O)C1CN(C(=O)c2cccc(OC(F)F)c2)c2ccccc2O1 (stereo not drawn)	1	0.3	95	-3.4	-20	-6	3	15	4
48	CCCC(C)C(=O)Nc1ccc(S(=O)(=O)N2CCCC2)cc1 (stereo not drawn)	3	-0.7	105	-2.1	-11	8	7	0	3
49	COc1ccc(N(CC(=O)NCc2ccco2)S(C)(=O)=O)cc1Cl	1	-1.1	108	-2.6	-4	0	7	27	-7
50	CC(C)CNC(=O)c1ccccc1NC(=O)c1ccccc1N(C)S(=O)(=O)c1ccccc1	9	-1.0	97	-0.9	-28	-3	28	-6	2
51	C1CCC(Nc2nnnn2C2CCCCC2)CC1	2	-2.4	102	-3.2	-3	-5	22	17	0

Pulled one by one from above:
nr	Molecule	MEKK2 mut-MEK5	VIM-2 inhibitor	MEKK2 WT-MEK5	IMP-1 inh	FID counter	NS3 helicase inh	NALP1 yeast inh	UBC9 SUMO inh	M18AAP inhibitor
44	COc1ccc(CCNC(=O)CCn2c(=O)c3cccn3c3ccc(F)cc32)c(OC)c1OC	4	-4.3	100	-1.6	-47	0	4	-2	3
42	NS(=O)(=O)c1ccc(F)c(C(=O)O)c1	-24	-0.2	85	-3.9	1	3	8	18	-12
51	C1CCC(Nc2nnnn2C2CCCCC2)CC1	2	-2.4	102	-3.2	-3	-5	22	17	0
46	CCCCCCS(=O)[C@H]1CS(=O)(=O)C[C@@H]1S(=O)CCCCCC (stereo partly drawn)	8	1.6	100	0.7	-27	30	2	5	0
48	CCCC(C)C(=O)Nc1ccc(S(=O)(=O)N2CCCC2)cc1 (stereo not drawn)	3	-0.7	105	-2.1	-11	8	7	0	3

Hits appear at their usual frequency; any-hit rate near 4.7%.
